# High-throughput results (PubChem)
# S1P3 antagonist – blocks the human S1P3 receptor; Q99500; 170,000 compounds, 0.27% hits; CHO S1P3 NFAT-BLA reporter, FRET fluorescence, antagonist mode; inhibition, % at 4.98 µM;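 active means inhibition above the plate cutoff, the mean inhibition of test wells on that plate plus 3 SD, cut at about 28% in these data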;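 further: cells challenged with S1P at its EC80 of 0.8 µM; blue over green emission ratio from cleaved BLA substrate after 4 h stimulation; 0% = S1P-stimulated wells and 100% = unstimulated DMSO-only wells; some compounds past the cut are filed as inactive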
# Lmaj promast – inhibitors of Leishmania major promastigote growth. Leishmania major promastigotes, resazurin fluorescence viability. inhibition, % at 10 µM. 200,000 compounds, 9% hits; in the data active means inhibition above about 50%;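 further: promastigotes grown with compound for 44 hours at 28 °C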
# PPARg SRC1 recr – agonists of human PPARgamma SRC-1 coactivator recruitment; P37231; activation, % at 8 µM; PPARgamma-SRC-1 coactivator recruitment biochemical assay; 200,000 compounds, 0.41% hits; in the data active means activation above about 19%;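 further: 0% = DMSO and 100% = reference agonist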
# Target sequence (P37231 whole entry, looked up): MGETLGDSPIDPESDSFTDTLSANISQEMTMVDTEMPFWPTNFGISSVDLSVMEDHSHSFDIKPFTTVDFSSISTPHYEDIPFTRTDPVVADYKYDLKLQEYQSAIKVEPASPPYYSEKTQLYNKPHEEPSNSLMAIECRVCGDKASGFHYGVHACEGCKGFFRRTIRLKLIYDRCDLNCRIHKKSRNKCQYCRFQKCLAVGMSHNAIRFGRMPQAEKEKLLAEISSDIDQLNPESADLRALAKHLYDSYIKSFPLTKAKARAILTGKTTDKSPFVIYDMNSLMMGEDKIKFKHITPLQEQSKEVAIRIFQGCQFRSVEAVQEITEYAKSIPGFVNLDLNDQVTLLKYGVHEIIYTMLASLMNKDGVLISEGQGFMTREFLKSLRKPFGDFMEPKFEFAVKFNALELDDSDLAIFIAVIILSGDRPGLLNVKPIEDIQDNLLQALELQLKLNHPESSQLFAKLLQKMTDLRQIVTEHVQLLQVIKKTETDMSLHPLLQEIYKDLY
# bIAP inhibitor – blocks bovine intestinal alkaline phosphatase activity; purified bovine IAP, CDP-star luminescence, 30 min; inhibition, % at 20 µM; 190,000 tested, under 10 active;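 active means over 50% inhibition of intestinal alkaline phosphatase at 20 µM in the single-dose screen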
#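 System: Purified bovine intestinal alkaline phosphatase (IAP) enzyme | Input: IAP diluted 1/65,000,000 in the well | Also added: CDP-star chemiluminescent phosphatase substrate, 30 µM final | Dosing: 20 µM single dose | Times: Enzyme reaction for 30 min at room temperature | Detection: Luminescence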
# ROMK mod – modulators of human ROMK potassium channel. P48048. Tet-inducible ROMK, thallium flux fluorescence; actives lie on both sides. B-score at 10 µM. 130,000 compounds, 2% hits. AID 1918;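 active means signal ratio slope over the read window, or its plate-corrected B-score, at least 3 SD from the plate mean, either direction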;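 further: B-score of the F/F0 ratio slope over 7 to 12 s after thallium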
# Target sequence (P48048 whole entry, looked up): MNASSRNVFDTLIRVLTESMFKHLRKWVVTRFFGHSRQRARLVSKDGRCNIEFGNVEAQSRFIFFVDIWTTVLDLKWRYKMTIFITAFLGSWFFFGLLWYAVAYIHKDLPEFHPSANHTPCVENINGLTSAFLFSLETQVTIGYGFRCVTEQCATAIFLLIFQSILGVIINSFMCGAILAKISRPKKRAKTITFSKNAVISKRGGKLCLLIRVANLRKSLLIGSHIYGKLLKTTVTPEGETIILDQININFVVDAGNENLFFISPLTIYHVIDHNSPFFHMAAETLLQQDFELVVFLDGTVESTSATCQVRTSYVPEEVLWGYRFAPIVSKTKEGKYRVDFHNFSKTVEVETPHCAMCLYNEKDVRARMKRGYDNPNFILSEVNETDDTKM
# PPARg SRC-3 ag – promotes SRC-3 coactivator recruitment by human PPARgamma | AID 731 | biochemical PPARgamma/SRC-3 coactivator recruitment assay | activation, % at 8 µM | P37231 | 200,000 compounds, 0.26% hits; in the data active means activation above about 23%;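 further: 0% = DMSO and 100% = reference agonist; some compounds past the cut are filed as inactive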
# TR-FRET SRC-2 ct – TR-FRET artefact, counter-screen to PPARgamma/SRC-2 agonist assay. hits give high values. TR-FRET ratio at 8 µM. 200,000 compounds, 0.4% hits. AID 1049; in the data active means TR-FRET ratio above about 2000; further: inactives centre near 1500; reference of the scale not given here
# TLR4 MyD88 comp – TLR4-MyD88 interaction inhibition in cells; O00206+Q99836; HeLa CL3-4 TLR4/MyD88 BLA complementation, FRET ratio; inhibition, % at 8.4 µM; 200,000 compounds, 0.18% hits; AID 861; in the data active means inhibition above about 25%;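 further: 0% = vehicle and 100% = reference inhibitor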
# bIAP activator – intestinal alkaline phosphatase (bovine) activation. activation factor at 20 µM. 200,000 compounds, 0.17% hits. purified bovine IAP, CDP-star luminescence, 30 min; hits give high values; fold of DMSO-control signal, blank-subtracted;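 active means activation factor of 2 or more at 20 µM, a signal rise over negative controls twice the positive control's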
# PPARg SRC2 recr – agonists of SRC-2 recruitment by human PPARgamma; P37231; PPARgamma LBD-SRC-2 recruitment, biochemical; activation, % at 8 µM; 200,000 compounds, 0.34% hits; in the data active means activation above about 22%;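 further: 0% = vehicle and 100% = reference agonist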
# Redox H2O2 prof – compounds producing H2O2 with reducing agent – biochemical, NIH compound library profiling, artefact control for MLSCN library redox annotation, primary screen | DTT-dependent redox cycling H2O2, phenol red/HRP absorbance; 100% = 100 µM peroxide control, 0% = buffer | 200,000 compounds, 0.03% hits | activation, % at 10 µM;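 active means activation of at least 50% relative to the plate's high and low controls in the primary single-dose screen; inactive means activation below 50%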;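 further: compound incubated with DTT at 0.8 mM final as the reducing agent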
# Numbers without * were called inactive; nt = no result given. These rows are one share of the data, so the mix of outcomes need not match the whole.
SMILES,S1P3 antagonist,Lmaj promast,PPARg SRC1 recr,bIAP inhibitor,ROMK mod,PPARg SRC-3 ag,TR-FRET SRC-2 ct,TLR4 MyD88 comp,bIAP activator,PPARg SRC2 recr,Redox H2O2 prof
Cc1cccc(OCC(=O)N2CCN(Cc3cccnc3)CC2)c1,0.4,2.5,-3.3,-4.7,0.0594,-2.9,1457,-4.0,1,2.1,-0.1
COc1cccc(-n2c(-c3ccoc3)nc3ccccc3c2=O)c1,nt,-6.2,-1.7,9.3,-1.62,10.9,1558,1.2,0.9,0.4,0.0
Clc1ccc(Cn2ccnc2)cn1,-11.8,1.0,9.6,10.1,0.252,0.3,1398,1.5,0.9,-6.3,0.5
CCOc1ccc(NC(=O)c2c(C)nn(Cc3ccccc3)c2Cl)cc1,-13.2,-7.0,-5.8,8.7,nt,-0.5,1570,7.8,0.9,-5.9,0.5
Cc1ccsc1C(=O)C1CCCN(Cc2cccc(OCCO)c2)C1 (centres undefined),-26.3,-2.5,10.6,4.3,0.188,6.2,1521,2.2,1,3.6,0.4
CC1CN=C(Nc2cccc3ccccc23)S1 (centres undefined),-33.3,10.1,6.4,4.2,-0.889,6.7,1398,-1.6,1,9.2,-3.6
O=C(Nc1ccc(Cl)cc1C(=O)c1ccccc1Cl)c1ccco1,nt,-4.0,5.0,4.2,nt,-0.7,1551,-9.0,1,7.1,1.2
C/C1=C\[C@@H](C)C/C=C/[C@H]2[C@@H]3O[C@]3(C)[C@@H](C)[C@H]3[C@H](Cc4c[nH]c5ccccc45)NC(=O)[C@]32C(=O)/C=C/C(=O)[C@@H]1O,21.7,-2.2,7.5,0.5,nt,2.0,1560,-14.9,1,3.7,-1.2
Cc1nc2cc(-c3cccc(F)c3)nn2c(C)c1CCC(=O)N1CCC2(CC1)OCCO2,4.1,-2.5,-0.5,-1.4,nt,7.4,1578,2.5,1,-1.3,-0.8
CC(=C1C(=O)c2ccccc2C1=O)N1CCN(CCN=Cc2c(O)n(C)c(=O)n(C)c2=O)CC1,nt,5.9,-3.5,-7.3,nt,1.7,1503,1.5,1.1,1.9,0.2
Cc1c(C(c2ccc(F)cc2)c2c(O)c3ccccc3oc2=O)c(=O)n(-c2ccccc2)n1C (centres undefined),0.6,-6.3,1.6,9.1,0.0387,2.6,1563,2.4,0.9,2.4,-0.4
CC(C)(C)C(=O)c1cn(Cc2ccccc2)c2ccccc12,19.9,5.4,-4.3,-6.8,0.173,1.0,1386,7.0,1.1,6.2,0.2

# Limited to PPARg SRC1 recr and TR-FRET SRC-2 ct (4 entries from above):
SMILES,PPARg SRC1 recr,TR-FRET SRC-2 ct
Cc1cccc(OCC(=O)N2CCN(Cc3cccnc3)CC2)c1,-3.3,1457
COc1cccc(-n2c(-c3ccoc3)nc3ccccc3c2=O)c1,-1.7,1558
Clc1ccc(Cn2ccnc2)cn1,9.6,1398
Cc1c(C(c2ccc(F)cc2)c2c(O)c3ccccc3oc2=O)c(=O)n(-c2ccccc2)n1C (centres undefined),1.6,1563

# The main list resumes, starting 2 compounds before the break.
SMILES,S1P3 antagonist,Lmaj promast,PPARg SRC1 recr,bIAP inhibitor,ROMK mod,PPARg SRC-3 ag,TR-FRET SRC-2 ct,TLR4 MyD88 comp,bIAP activator,PPARg SRC2 recr,Redox H2O2 prof
Cc1c(C(c2ccc(F)cc2)c2c(O)c3ccccc3oc2=O)c(=O)n(-c2ccccc2)n1C (centres undefined),0.6,-6.3,1.6,9.1,0.0387,2.6,1563,2.4,0.9,2.4,-0.4
CC(C)(C)C(=O)c1cn(Cc2ccccc2)c2ccccc12,19.9,5.4,-4.3,-6.8,0.173,1.0,1386,7.0,1.1,6.2,0.2
CC(=O)OC1C2CCC1C(N1CCCCC1)CC2 (centres undefined),-21.6,-2.5,-2.7,14.1,-0.0496,6.4,1885,-3.5,0.9,1.1,-0.3
O=C(Cn1cc(C(=O)c2ccccc2)c2ccccc21)NCc1ccco1,-0.6,8.8,2.5,1.1,nt,-4.2,1488,4.8,1,9.2,3.2
CCC(C)NS(=O)(=O)c1ccc(OCC(=O)N2CCN(CC)CC2)cc1 (centres undefined),nt,-0.1,-2.5,5.0,nt,12.7,1800,13.3,0.9,4.1,0.4
COc1ccccc1CN1CCN(Cc2ccc(Cl)cc2)CC1,-0.9,12.2,-0.4,-3.5,-1.99,0.3,1799,6.3,1,5.0,-0.7
OC1/C(=C/c2ccc(C(F)(F)F)cc2)N2CCC1CC2 (centres undefined),3.3,0.7,3.9,2.6,-1.88,-2.6,1714,-6.3,1,1.8,-0.4
CCCC1COC(Cn2cncn2)(c2ccc(Cl)cc2Cl)O1 (centres undefined),nt,91.7*,-4.0,-3.3,nt,-9.2,1621,nt,1,-2.1,-0.1
CCOC(=O)CC1=C(C(=O)OCC)C2(C(=O)N1)C(C(=O)OC)=C(N)Oc1ccccc12 (centres undefined),-22.0,-8.6,-2.9,2.6,1.44,0.4,1430,1.3,1,2.6,1.0
COc1ccc(C2CN(C)CC2C(=O)c2ccc(C)cc2)cc1Cl (centres undefined),-16.4,38.5,7.3,-9.6,-1.22,1.9,1755,12.0,1.1,14.6,-0.5
CN1CCN(c2ccccc2N)CC1,nt,-1.1,0.2,-3.1,0.306,6.5,1629,8.1,1,-2.8,-0.6
Cc1cccc(OCC(=O)N2CCN(Cc3ccc([N+](=O)[O-])cc3)CC2)c1,5.7,57.7*,1.9,-1.4,-1.27,-0.7,1495,4.1,1,3.8,0.2
Cc1ccc(N2C(=O)NC(=O)/C(=C\C=C\c3ccco3)C2=O)cc1C,-1.1,100.1*,0.2,14.6,-8.65*,-1.3,1672,-9.3,0.9,-3.3,-0.3
CN1C(=O)N(C)C(=O)C2(Cc3cc([N+](=O)[O-])ccc3N(C)C2c2ccccc2)C1=O (centres undefined),-11.9,4.6,-1.9,12.1,nt,0.3,1543,3.7,0.9,5.2,0.1
O=C(c1ccc(-c2ccccc2)cc1)C1CCCN(Cc2ccn[nH]2)C1 (centres undefined),10.1,98.5*,-1.1,-1.3,-1.03,5.3,1614,16.5,1,4.3,-0.7
CN(C)CCCN=Cc1c(O)n(CCc2ccc(F)cc2)c(=O)[nH]c1=O,nt,-1.3,-3.8,-9.2,nt,4.8,1570,17.5,1.1,-4.7,-3.9
CCC(=NCc1ccc2c(c1)OCO2)c1c(O)n(C)c(=O)n(C)c1=O,-3.5,3.7,7.0,-1.5,-2.33,1.2,1691,4.3,1,8.2,-1.4
C=CCN1C(=O)/C(=C/c2cc(C)n(-c3ccccn3)c2C)C(=O)NC1=S,-0.2,95.8*,1.3,-11.8,0.244,-1.8,1560,-1.9,1.1,-4.1,0.2
CCN1CCN(C(=O)COc2ccc3c(c2)C(=O)CC2(CCN(C(C)=O)CC2)O3)CC1,nt,-8.4,-0.2,-11.8,1.62,1.1,1534,6.9,1.1,-2.8,0.0
CCC(C)N1C(=O)/C(=C\c2ccc(N3CCCCCC3)cc2)C(=O)NC1=S (centres undefined),-15.2,93.3*,3.8,nt,0.33,0.3,1604,-12.1,0.2,8.2,-0.4
CC1SC2(CN3CCC2CC3)NC1=O (centres undefined),-59.2,-3.7,-2.0,-4.2,0.208,1.4,1412,8.5,1,-0.5,-0.6
CCCCCCOC(=O)c1ccccc1N,-8.2,-7.7,-3.9,49.9,nt,-5.6,1328,17.7,0.5,-5.6,-2.5
CCOC(=O)c1c(C)c(C(=O)N2CCC3(CC2)OCCO3)c(C)n1CC,24.3,-8.3,-1.8,4.2,nt,-1.1,1424,-26.2,1,-5.8,-0.7
O=C1CN(C(=O)COC(=O)Cc2ccccc2)c2ccccc2N1,-15.1,-2.8,8.2,0.5,-0.0643,3.9,1557,-2.4,1,-2.8,0.1
Cc1cc(C)c(NC2=NCCCS2)c(C)c1,nt,3.8,-3.2,12.5,-0.0904,5.0,1466,-3.7,0.9,-2.9,0.5
CN(C)C(=O)Oc1ccc(-c2cn3cc(Cl)ccc3n2)cc1,-10.3,-4.0,-3.5,-4.3,0.00767,-1.0,1526,-17.9,1,1.4,-0.5
O=[N+]([O-])c1ccc(NCCCN2CCOCC2)c2ncccc12,-11.1,86.9*,1.4,22.4,-1.46,4.7,1556,-21.6,0.8,-3.6,-0.3
COc1cccc(C(=O)C2CCCN(Cc3ccc4nonc4c3)C2)c1 (centres undefined),-12.2,88.7*,4.2,3.0,nt,1.2,1540,14.8,1,5.1,-0.8
COC(=O)CC1NC2CCCCC2NC1=O (centres undefined),-36.2,-8.3,4.5,2.5,nt,2.5,1618,-10.4,1,9.8,-0.2
c1ccc2c3c([nH]c2c1)CNCC3,-1.5,-4.7,4.5,15.4,nt,0.3,1479,-10.6,0.8,5.2,0.1
Cc1ccc(-n2nc(C)c(C3C(C#N)=C(N)Oc4c3c(=O)oc3ccccc43)c2Cl)cc1 (centres undefined),nt,10.8,0.3,8.4,nt,-10.6,1515,6.0,0.9,-7.7,0.2
O=C(Cc1ccccc1)N1CCN(Cc2cccnc2)CC1,nt,-1.0,-4.4,6.3,-0.385,-7.2,1358,1.7,0.9,-3.4,0.3
Cc1ccc(NC(=O)c2snnc2C)cc1Cl,-3.3,-8.2,-4.2,11.1,0.431,-5.2,1667,-0.3,0.9,-4.2,0.1
COC(=O)C1C2c3ccccc3OC1(C)N=c1s/c(=C/c3cn(C)nc3C)c(=O)n12 (centres undefined),-12.9,-9.0,-3.0,4.3,0.344,-5.3,1411,4.5,1,-0.1,1.7
COc1ccccc1CN1CCN(C(=O)COc2cccc(C)c2)CC1,-3.6,0.3,-0.8,-3.0,nt,7.3,1473,2.4,1,6.1,-0.9
O=C(Nc1ccc(OC(=O)N2CCCC2)cc1)N1CCOCC1,-6.4,-6.4,0.9,14.7,nt,5.9,1600,-6.4,0.9,7.3,1.4
Cc1ccsc1-c1nc(CSCC(=O)N2CCC3(CC2)OCCO3)c(C)o1,nt,0.2,-4.1,-4.7,nt,-8.7,1497,-4.2,1,1.7,-3.8
COc1cccc(C2(O)CCN(CC(=O)Nc3nc(C)cs3)CC2)c1,-4.4,-3.9,-4.4,-5.7,0.46,4.9,1481,8.0,1.1,2.6,-0.1
COc1ccc(CCNC(=O)c2c(N)n(CCN3CCOCC3)c3nc4ccccc4nc23)cc1OC,nt,100.4*,-4.9,-7.6,nt,1.7,1667,0.1,1.1,-5.6,2.0
CC(N)Cc1ccccc1Sc1ccc(O)cc1 (centres undefined),nt,87.9*,-4.9,2.8,-1.31,-0.9,1510,1.7,1,0.5,-4.7
CNC(=O)OCCc1n(C)cc[n+]1C,1.5,-2.4,2.1,24.8,0.47,4.0,1647,-0.9,0.8,6.1,-0.1
C=Cn1c(P(=S)(N2CCOCC2)N2CCOCC2)cc2c1CCCC2,-38.8,13.4,1.0,-8.8,-0.0153,-7.8,1867,-24.9,1.1,10.4,-1.2
CCCCc1nc2ccccc2c(=O)n1-c1ccccc1[N+](=O)[O-],nt,5.8,5.8,-3.4,nt,16.8,1634,-5.7,1,9.4,1.8
CCOC(=O)/C(CCCN(CC)CC)=N\O,-20.3,-1.3,5.3,4.3,nt,-1.0,1663,-1.5,1,10.9,-1.1
COc1cc(Cn2c(N)c(C(=O)NCc3ccco3)c3nc4ccccc4nc32)cc(OC)c1OC,nt,100.1*,5.5,-26.2,-0.169,2.3,1396,-29.4,1.3,11.2,3.6
